# Bioassay records from PubChem.
# ATXN viability: viability counter-screen for ATXN expression inhibitors. AID 651635. actives 0.49% (n = 400,000). Potency, µM (doses to about 56.7 µM), most hits filed as cytotoxic. S2 cells (HEK-293 line with an ATXN2-luciferase reporter) viability, CellTiter-Fluor protease fluorescence, 24 h; also: potency is read from the fitted curve at half-maximal effect; nearly all actives have a fitted effect of over 40% in size
# HepG2 tox: HepG2 cytotoxicity, counter-screen for TGF-b inhibitors; HepG2 CAGA-GFP viability, ATP luminescence, 18 h; Potency, µM (doses to about 46.1 µM), for the others: top-dose activity change, negative = cytotoxicity, most hits filed as cytotoxic; actives 0.76% (n = 410,000); AID 588856; also: potency is read from the fitted curve at half-maximal effect; some results filed as inactive show a strong effect at the top dose
#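 HepG2 CAGA-GFP cells (1000/well, DMEM with 1% FBS) received compound, then TGF-beta at 500 pg/mL final, and were incubated 18 hours at 37 degrees C. Viability was read by CellTiter-Glo luminescence. Media-only wells were set as complete cell-killing and DMSO as no toxicity.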
# IL1B secr inh: blocks inflammasome-driven IL-1 beta release | activity change, % at 57.5 µM | THP-1 LPS/ATP IL-1B secretion, AlphaLISA, 16 h; hits give low values | actives 4.7% (n = 360,000) | AID 743279; in the data active = activity change below about -50%; inconclusive = mostly about -30% to -49%; also: % is scaled to controls: 0 for no effect and ±100 for the full control effect
#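 THP-1 cells pretreated 1 hr with compounds (up to 57.5 uM final), then stimulated with LPS (250 ng/mL final) plus ATP (1.25 mM final); secreted IL-1B measured by AlphaLISA after 16 hr, decreased signal indicating inhibition.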
# Nrf2 activator: activates Nrf2 signaling; AREc32 ARE-luciferase reporter (MCF7-derived line), luminescence, 24 h; Potency, µM (doses to about 46.1 µM), for the others: top-dose activation, actives largely listed as activators; AID 624171; actives 0.31% (n = 410,000); also: potency is read from the fitted curve at half-maximal effect; % of control where 0% means no effect; nearly all actives have a fitted effect of over 65% in size
#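 Luminescent ARE reporter assay in AREc32_Fluc cells: overnight plating at 37 deg C, 24 hr compound incubation, Steady-Glo added, 30 min RT before reading.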
# MCF10A rerep: DNA re-replication induction in MCF 10a cells; Potency, µM (top dose mostly 46.1 µM), inactives show at the top dose activity, positive = re-replication, hits mostly activators; MCF 10A DNA re-replication, Hoechst nuclear intensity, 48 h; AID 624296; actives 2.9% (n = 350,000); also: potency is read from the fitted curve at half-maximal effect; % of control where 0% means no effect; nearly all actives have a fitted effect of over 50% in size
# Nrf2 block: blocks Nrf2 signaling; Potency, µM (highest dose often 46 µM), for the others: top-dose activity change, negative = inhibition, hits mostly inhibitors; A549 ARE-Fluc reporter, luciferase luminescence, 18-24 h; actives 2.1% (n = 360,000); also: potency is read from the fitted curve at half-maximal effect; % is scaled to controls: 0 for no effect and ±100 for the full control effect; nearly all actives have a fitted effect of over 60% in size
#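 A549 ARE_Fluc cells, 5000/well, 5% FBS OPTI-MEM; compounds in dose-response, 18-24 h at 37 °C/5% CO2; CellTiter-Fluor viability read (Ex 405/Em 525), then BugLite luciferase luminescence = Nrf2 activity.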
# A549 viability: kills or reduces viability of A549 cells in Nrf2 counter-screen; A549 ARE-Fluc cells, CellTiter-Fluor viability, 18-24 h; Potency, µM (top dose mostly 46 µM), for the others: at the highest dose activity change, negative = cytotoxicity, most hits filed as inhibitors; actives 0.16% (n = 390,000); AID 504648; also: potency is read from the fitted curve at half-maximal effect; % is scaled to controls: 0 for no effect and ±100 for the full control effect
#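 Cytotoxicity counterscreen: CellTiter-Fluor fluorescence was measured in A549 ARE_Fluc cells after 18-24 h of compound exposure in a concentration series. The subsequent BugLite luminescent read reports ARE-luciferase activity.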
# TGFb inhibitor: inhibitors of TGF-b signaling; actives 1.2% (n = 410,000); Potency, µM (highest dose often 46.1 µM), for inactives: at the top dose activity, negative = inhibition, actives largely listed as inhibitors; AID 588855; HepG2 CAGA-GFP TGF-b/SMAD3 reporter, GFP fluorescence, 18 h; TGF-beta stimulated, 500 pg/mL final; also: potency is read from the fitted curve at half-maximal effect; % is scaled to controls: 0 for no effect and ±100 for the full control effect; nearly all actives have a fitted effect of over 65% in size
#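 Cell-based qHTS in HEPG2 carrying a CAGA-GFP Smad reporter; compounds added before 500 pg/mL final TGF-beta, 18 h incubation at 37 degrees C, GFP fluorescence quantified per cell by imaging cytometry.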
# ATXN2 expr inh: ATXN2 expression inhibition; AID 1745845; HEK-293 ATXN2-luciferase reporter, luminescence, 24 h; actives 0.72% (n = 360,000); Potency, µM (doses to about 57 µM), for the others: at the highest dose activity change, negative = inhibition, most hits filed as inhibitors; also: potency is read from the fitted curve at half-maximal effect; % is scaled to controls: 0 for no effect and ±100 for the full control effect; nearly all actives have a fitted effect of over 55% in size
#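 ATXN2-luciferase reporter cells (luciferase flanked by upstream and downstream ATXN2 gene portions) were treated 24 h at 37 °C with compounds at up to 57 uM. SteadyGlo luminescence gave expression; GF-AFC fluorescence gave viability.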
# * hit, by the source's call; i = inactive; ? = inconclusive; . = not tested or not shown; & = joins results of further samples; [ ] = remark or other dose. Unless noted, calls follow the shape of the dose curve; as a rule, active = well fitted curve in the direction sought with a large enough effect; inconclusive = small, poorly fitted or top-dose-only effect, or another doubt; inactive = no such curve, though single readings can be large; an effect the other way counts as inactive or inconclusive.
entry	SMILES	ATXN viability	HepG2 tox	IL1B secr inh	Nrf2 activator	MCF10A rerep	Nrf2 block	A549 viability	TGFb inhibitor	ATXN2 expr inh
1	CN(C)c1cccc(-c2nnc(SCCCC#N)o2)c1	i	-3%	-19	-0.9%	2%	?	-12%	-15%	-24%
2	CC(C)CCN(CCC(C)C)CC(O)Cn1c2ccccc2c(=O)c2ccccc21 (stereo unspecified)	i	11%	0	0.4%	3.3µM*	1%	0%	8%	.
3	CCOC(=O)c1c(C(C)(C)C)oc2ccc(OCC#N)cc12	i	14%	5	0.5%	?	?	-23%	-5%	-5%
4	Cc1cc(C)cc(NC(=O)Cn2nnc(-c3nc(-c4ccncc4)no3)c2N)c1	i	2%	.	-0.4%	.	24%	-2%	16%	-14%
5	C=CCOc1c2ccc(C(=O)NCc3ccc(C)cc3)cc2nn1C	i	3%	3	2.8%	-17%	-12%	0%	6%	5%
6	COC(C[C@@H](O)CC(=O)[C@H](C)OCc1ccccc1)OC	i	3%	17	-0.1%	-3%	15%	-4%	9%	0%
7	CCn1cc(CCC(=O)NCc2cccc(OC)c2OC)c2ccccc21	i	-2%	-14	-0.3%	-9%	-2%	1%	?	-11%
8	CCCCNC(=S)N(C)/N=C/c1c(F)c(F)c(F)c(F)c1F	?	-8%	-104*	-0.3%	?	0%	0%	3%	-28%
9	COc1cccc2cc(C(=O)N3CCN(c4cc(C)ccc4C)CC3)c(=O)oc12	i	-1%	.	-1.6%	.	-24%	-8%	-5%	6%
10	O=C(NCc1ccccn1)c1cc(-n2cnnc2)ccc1Cl	i	1%	-10	-0.4%	251%[0.0737 µM]	5%	10%	-19%	0%
11	CCOC(=O)Cc1cnc(NC(=O)c2ccccc2)s1	i	-18%	-3	3.0%	13%	-20%	-3%	-29%	42%[activator]
12	Cc1ccc(S(=O)(=O)Nc2cccc(C(=O)NCC3(N4CCCCC4)CCCCC3)c2)cc1F	i	-16%	?	1.9%	-18%	2%	-8%	-29%	-22%
13	COc1ccc(Cl)cc1NC(=O)c1c(NCc2ccc(C)o2)sc2c1CCCCC2	.	-18%	.	25%	.	.	-2%	-22%	.
14	Cc1cc(NC(=O)CCC(=O)N(c2ccccc2)C2(C(=O)NC3CCCCC3)CCCC2)no1	i	-1%	-61*	0.3%	-5%	-2%	-8%	-13%	-18%
15	COC(=O)C(C)n1nnc2sc(-c3ccccc3)cc2c1=O (stereo unspecified)	?	-8%&-1%	-9	9.8%&13%	1%	?	6%&1%	0%&-10%	10%&12%
16	COc1ccc(-c2noc(CN(C)C(=O)c3ccoc3C)n2)cc1	i	7%	6	2.6%	?	-2%	-3%	-1%	10%
17	COCCNc1nc(Nc2ccc(C(=O)OC)cc2)c2sccc2n1	i	-31%	19	8.1%	.	.	.	28%	?
18	CCCCCCn1c(=O)n2n(c1=O)[C@@H]1CN(S(=O)(=O)c3ccc(C)cc3)C[C@]1(O)[C@@H](OC(=O)NCc1ccccc1)C2	.	-71%	-71*	-0.1%	.	.	.	?	?
19	CCC(C)(C)NC(=O)C(c1ccncc1)N(Cc1cccs1)C(=O)Cn1nnc2ccccc21 (stereo unspecified)	i	5%	-16	-0.1%	-7%	?	-14%	-5%	3%
20	CC(C)CCNC(=O)c1ccc2c(c1)nc1n2CCCCC1	.	-13%	.	-3.3%	.	.	1%	-20%	.
21	CCOC(=O)C1CCN(c2ncnc3c2c(-c2ccccc2)cn3-c2ccc(Cl)cc2)CC1	.	-5%	.	-0.3%	.	.	10%	0%	.
22	O=C(NC1CCCCC1)c1cc(Cl)ccc1[N+](=O)[O-]	i	6%	-7	-0.5%	0%	17%	-2%	16%	-11%
23	Cc1ccc(S(=O)(=O)N2CC(C)N(S(C)(=O)=O)C2)cc1 (stereo unspecified)	i	6%	29	-0.5%	1%	-10%	1%	20%	4%
24	c1ccc2c(CN3CCCCC3)csc2c1	i	18%	1	2.1%	-3%	3%	-1%	0%	2%
25	CC1(c2ccccc2)CC(C)(C)N(C(N)=O)c2ccccc21 (stereo unspecified)	i	-26%	3	-0.2%	-4%	1%	4%	-5%	.
26	CC(C)C(=O)N1CCN(c2ccccc2NC(=O)COc2ccc(C3CCCCC3)cc2)CC1	i	-30%	?	0.1%	18µM*	?	?	?	-1%
27	Cc1ccc(S(=O)(=O)N(CC(=O)Nc2cccc([N+](=O)[O-])c2)Cc2ccc(Cl)cc2)cc1	i	-12%	-6	14%	15%	?	-10%	?	.
28	Cn1c(=O)c2cc(NC(=O)CCc3cccnc3)ccc2n1Cc1ccc(F)cc1	i	-11%	-3	1.6%	.	.	.	5%	-11%
29	Cc1ccc(CNc2ncnc3cc(Cl)ccc23)o1	i	-6%	-18	27%	-15%	.	6%	0%	-18%
30	O=C(Nc1ccccc1)N1CCN(C(=O)c2nsc3ccccc23)CC1	.	-15%	.	-0.3%	.	.	0%	-24%	.
31	C=CCOc1cccc(C2c3c(oc4ccc(F)cc4c3=O)C(=O)N2CCCN2CCOCC2)c1 (stereo unspecified)	i	2%	-25	1.8%	-4%	7%	2%	8%	2%
32	Cc1ccc(COc2ccc(/C=N/NC(=O)CN3CCCCC3)cc2)cc1	i	-12%	-51*	1.8%	1%	12%	0%	-2%	8%
33	COc1ccc(NC(=O)C2CCN(S(=O)(=O)c3ccc4c(c3)CC(C)N4C(C)=O)CC2)cc1OC (stereo unspecified)	i	-37%	8	0.5%	17%	11%	-1%	18%	.
34	Cc1cc(C(=O)OCC(=O)N2CCC(c3ccccc3)=N2)ccc1[N+](=O)[O-]	i	-3%	-8	-0.9%	?	-3%	-2%	-9%	-4%
35	Cc1ccc(OCC(=O)Nc2ccc3nc(Nc4cccc(Cl)c4)cc(C)c3c2)cc1	i	-21%	.	0.3%	.	5%[9.27 µM]	3%	-8%	11%
36	CC(C)N1CCc2c(sc(NC(=O)CN3C(=O)c4ccccc4C3=O)c2C(N)=O)C1	i	0%	22	0.1%	3%	11%	15%	-2%	-5%[11.3 µM]
37	O=C(N[C@H](CO)Cc1ccccc1)c1ccco1	i	2%	17	-0.4%	-19%	7%	7%	-1%	2%
38	CCC12CN3CC(CC)(CN(C1)C3c1c[nH]c3ccccc13)C2=O (stereo unspecified)	.	-35%	.	1.9%	.	.	3%	?	.
39	Cc1nc(Nc2ccc(Cl)cc2)c(C#N)c(=O)[nH]1	i	-35%	4	3.5%	8%	?	-6%	-10%	-41%
40	COCCNS(=O)(=O)c1cc(OC)ccc1OC	i	0%	-3	0.4%	-1%[9.22 µM]	-5%	0%	-3%	2%
41	Cc1ccccc1NC(=S)N(Cc1ccco1)C(C)c1ccccn1 (stereo unspecified)	i	-53%	5	-0.5%	-2%	2%	6%	-5%	-6%
42	COc1ccc([N+](=O)[O-])cc1N(CC(=O)NCCSc1ccccc1)S(C)(=O)=O	i	3%	-3	-0.1%	-15%	-18%	0%	10%	-5%[11.3 µM]
43	COc1cccc(-c2nn3c(=O)cc(CN4CCN(S(=O)(=O)c5ccc(C)cc5)CC4)nc3s2)c1	i	2%	.	1.5%	.	.	15%	-7%	10%
44	CCn1c(N2CCN(S(=O)(=O)c3ccccc3)CC2)nc2ccccc21	?	-49%	-9	-0.9%	-3%	?	-12%	-10%	.
45	Cn1c2ccccc2c2c(C(=O)N3CCN(c4cccc(Cl)c4)CC3)cn(C3CCCCC3)c(=O)c21	.	-25%	.	0.2%	.	?	-3%	?	.
46	O=C(Nc1cc(Cl)ccc1-n1cncn1)C1CC1	i	5%	14	4.0%	37%	2%	-3%	5%	10%
47	CC(=O)N1CCCc2ccc(NC(=O)c3ccc(C(F)(F)F)cc3)cc21	.	-10%	.	-2.5%	.	.	2%	2%	.
48	CCc1c(C)nc2nncn2c1NCc1ccc(Cl)cc1	.	-18%	.	-0.3%	.	8.2µM*	-17%	.	.
49	O=C(c1ccccc1)C(O)(CN1CCCCC1)c1ccccc1 (stereo unspecified)	i	7%	3	0.5%	?	-12%	-5%	-4%	-4%
50	COc1ccc(-c2nc(SCc3ccccc3)n(S(C)(=O)=O)n2)cc1	.	2%	-13	0.1%	-1%	12%	4%	0%	.
51	CSc1cccc(NC(=O)CN(C2CCCCC2)S(C)(=O)=O)c1	i	7%	-6	-0.8%	-5%	-12%	-8%	-6%	-16%
52	CC(C)NC(=O)N(C)C[C@@H]1OCc2cnnn2CCCC(=O)N([C@H](C)CO)C[C@@H]1C	i	0%	21	-0.5%	.	.	.	-8%	2%
53	COc1ccc(/C=C2\SC(=S)N(CCC(=O)Nc3ccccn3)C2=O)cc1OC	i	-8%	-1	-1.0%	-22%	5%	3%	28%	-23%
54	CCC(C(=O)Nc1cc(C)ccc1C)n1c(=O)c(C(F)(F)F)nc2ccccc21 (stereo unspecified)	i	0%	.	-0.8%	.	0%	18%	6%	5%
55	Cc1ccc(CNC(=O)CCn2cnc3ccccc3c2=O)cc1	i	1%	.	0.3%	.	.	2%	7%	-4%
56	O=C(O)CNC(=O)c1ccc(S(=O)(=O)N2CCOCC2)cc1	i	8%	6	0.0%	-5%	.	1%	28%	1%
57	Cc1cc(C(=O)N2CCN(c3cccc(Cl)c3)CC2)c2c(C)nn(-c3ccccc3Cl)c2n1	?	-22%	.	-0.2%	.	18µM*	-27%	?	?
58	Cc1cc(S(=O)(=O)Nc2ccc(C(=O)O)cc2)c(C)c(S(=O)(=O)c2ccc(Cl)cc2)c1	i	-1%	.	0.8%	.	?	0%	3%	-1%

# The order is random; about 8.8% have a hit in one of these screens.
